Compound activity (PubChem BioAssay)
DAGLB inhibitor: DAGLB lipase inhibitors, primary screen, biochemical, fluorescence, HTS. Diacylglycerol lipase-beta (Homo sapiens), Q8NCG7. HEK293T DAGLB membrane lysate, EnzChek fluorogenic substrate. inhibition, % at 5.17 µM. hit rate 0.059% among 340,000; in the data active means inhibition above about 34%;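 further: 0% = enzyme with vehicle and 100% = wells lacking enzyme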
CAL PDZ FP-1: CAL PDZ peptide-binding inhibitors, primary screen, biochemical, fluorescence polarization, Cer-tagged CAL PDZ, HTS | inhibition, % at 20 µM | hit rate 0.02% among 330,000 | AID 504414, 2011 | purified CAL PDZ, TMR-peptide fluorescence polarization, 1 h | Golgi-associated PDZ and coiled-coil motif-containing protein (Homo sapiens), Q9HD26;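 active means highest replicate inhibition of at least 40%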;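 further: plate controls were DMSO neutral control wells for no effect and unlabeled competitor peptide control wells for full effect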
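Material – purified CerCALP PDZ construct · Detection – FP readout, S and P plane fluorescence · Measure – percent inhibition from loss of millipolarization · Controls – unlabelled peptide for full inhibition, DMSO wells as neutral · Probe or stimulus – TMR-labelled reporter peptide T*-PRC34 bound in PDZ groove · Times – 1 h at RT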
Keap1-Nrf2 PPI: Keap1-Nrf2 protein-protein interaction inhibitors, primary screen, biochemical, fluorescence polarization, single point; Kelch-like ECH-associated protein 1 (Homo sapiens), Q14145; inhibition, % at 9.4 µM; AID 504523, 2011; Keap1 Kelch-Nrf2 peptide fluorescence polarization, 1536-well; hit rate 0.15% among 340,000; in the data active means inhibition above about 12%; inconclusive means no clear call, values can overlap the other calls; inactive means below about 7.3%;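 further: human Keap1 Kelch domain with fluorescein labeled Nrf2 9mer peptide probe; 0% = neutral control wells and 100% = peptide positive control; higher means more block of Keap1 binding to Nrf2 peptide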
Target sequence (Q14145 whole entry, looked up, the tested form may be a part): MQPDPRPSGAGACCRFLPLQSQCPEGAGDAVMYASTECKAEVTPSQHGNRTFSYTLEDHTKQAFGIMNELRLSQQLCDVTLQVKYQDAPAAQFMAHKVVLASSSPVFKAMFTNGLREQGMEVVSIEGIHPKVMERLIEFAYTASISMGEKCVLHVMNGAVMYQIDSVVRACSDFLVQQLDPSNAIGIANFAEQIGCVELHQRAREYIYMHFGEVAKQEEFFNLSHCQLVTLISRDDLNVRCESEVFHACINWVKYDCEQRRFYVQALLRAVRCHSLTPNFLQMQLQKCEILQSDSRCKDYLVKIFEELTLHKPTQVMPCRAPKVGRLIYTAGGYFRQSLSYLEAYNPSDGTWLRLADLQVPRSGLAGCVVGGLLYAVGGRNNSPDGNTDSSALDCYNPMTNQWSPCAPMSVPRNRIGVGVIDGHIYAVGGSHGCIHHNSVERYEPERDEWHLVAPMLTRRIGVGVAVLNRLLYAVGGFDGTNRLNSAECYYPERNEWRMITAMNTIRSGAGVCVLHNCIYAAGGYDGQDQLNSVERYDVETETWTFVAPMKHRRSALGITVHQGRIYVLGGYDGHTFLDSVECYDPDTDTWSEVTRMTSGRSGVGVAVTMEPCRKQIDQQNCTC
Cardiac RTF inh: cardiac RTF calcium sensitivity inhibitors, primary screen, biochemical, IANBD-TnC fluorescence, EC70 calcium | inhibition, % at 7.15 µM | hit rate 0.12% among 340,000 | IANBD-labeled cardiac RTF, Ca2+ fluorescence | Troponin I, cardiac muscle (Homo sapiens) + Troponin T, cardiac muscle (Homo sapiens) + … | AID 493244, 2011;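 active means inhibition above the mean inhibition of all tested compounds plus 3 SD, cut at about 17% in these data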;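 further: assay run at fixed EC70 calcium of 1.6 mM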
Arr AP2 block: inhibitors of beta-arrestin/AP2 binding, primary screen, biochemical, GPCR trafficking, flow cytometry. beta-arrestin 1 C-terminal peptide binding to AP2 beta2-adaptin appendage (human). FITC-arrestin peptide / GST-AP2 beads; AP2 beta2 appendage carries R879A mutation. inhibition, % at 10 µM. hit rate 0.31% among 340,000;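 active means inhibition above a set limit, near 3 SD of compounds lacking own fluorescence, cut at about 54% in these data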;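 further: plate controls were DMSO wells for no effect and 5 µM unlabelled arrestin peptide for full effect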
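System: GST-AP2 R879A bound to glutathione beads, E. coli-expressed. Also added: 50 nM FITC-arrestin peptide. Schedule: compound with beads 12 min RT, then probe 1 h RT. Signal: bead flow cytometry, FITC channel. Read-out basis: percent response.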
C-LANA FP: inhibitors of KSHV C-LANA binding to DNA, primary screen, biochemical, fluorescence polarization, FAM-LBS DNA, MBP-C-LANA, single point; Kaposi's sarcoma herpesvirus LANA C-terminal domain (residues 932-1162) DNA binding; inhibition, % at 9 µM; hit rate 0.078% among 340,000; AID 504423, 2011;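 active means highest replicate inhibition at or above 60% at 9 µM, even if other replicates fall short; inactive means all replicates below 60% inhibition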;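 further: 0% = neutral control wells and 100% = 4 µM acridine orange control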
NSD2 HMT inh: NSD2 histone methyltransferase inhibitors, primary screen, biochemical, AlphaScreen, single concentration, set 2 | inhibition, % at 12.5 µM | NSD2 peptide methylation, 120 min | hit rate 0.54% among 310,000; in the data active means inhibition above about 50%
DSG3 Ab inh: inhibitors of pemphigus antibody binding to DSG3, primary screen, biochemical, bead-based, flow cytometry, scFv-GFP; hit rate 0.48% among 310,000; AID 588358, 2011; DSG3-coupled beads, scFv-anti-DSG3-GFP binding; active compounds read low; binding (percent of control), % at 10 µM; Desmoglein-3 (Homo sapiens), P32926;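 active means binding more than 3 SD below its plate's average and above zero; inconclusive means below that plate limit but binding exactly zero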;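 further: hits lower antibody fragment binding to DSG3; some compounds called inactive have numbers as strong as hits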
CAL PDZ FP-2: untagged CAL PDZ binding inhibitors, primary screen, biochemical, fluorescence polarization, HTS; purified CAL PDZ, TMR-peptide fluorescence polarization, 1 h; AID 602252, 2012; hit rate 0.92% among 300,000; inhibition, % at 24.9 µM;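 active means mean inhibition of at least 30% with at least half of replicates also reaching 30%; inconclusive means no clear call, values can overlap the other calls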;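 further: 0% = DMSO neutral control and 100% = excess unlabeled competitor peptide PRC23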
V-ATPase pH: regulators of yeast V-ATPase proton pumping, primary screen, pHLuorin cytosolic pH fluorescence. AID 504577, 2011. response, % at 10 µM. hit rate 0.37% among 350,000. S. cerevisiae; in the data active means response mostly above about 7.3%, no sharp cut-off; inactive means mostly below about 5.4%; further: actives read high; inactives centre near 0; some compounds called inactive have numbers as strong as hits
* hit, by the source's call; ? = inconclusive; . = no result given.

SMILES	DAGLB inhibitor	CAL PDZ FP-1	Keap1-Nrf2 PPI	Cardiac RTF inh	Arr AP2 block	C-LANA FP	NSD2 HMT inh	DSG3 Ab inh	CAL PDZ FP-2	V-ATPase pH
CCCCCCCNC(=O)C1(CC2CC(c3ccccc3)=NO2)CCNCC1 (centres undefined)	-3	0.5	-1	-4	24	0.9	.	98	-2	2
COCCN(CC(=O)Nc1cccc(C)c1C)C(=O)c1ccc2ccccc2n1	1	-0.3	-3	-8	1	0.2	.	.	.	-1
CN(C)CCCN(Cc1ccccc1)C(=S)Nc1ccc(OC(F)F)cc1	0	-0.5	-1	-3	30	4.4	6	103	-1	-1
O=C(Nc1ccccc1F)Oc1cccc(OC(=O)Nc2ccccc2F)c1	-2	0.5	-9	-6	6	-1.0	-4	89	-4	8
COc1ccc(N2C(=O)C3CCCN3C2c2ccc(Cl)cc2)cc1 (centres undefined)	-1	0.0	-3	-11	-2	-1.1	.	106	.	-2
O=C(CCN1CCOCC1)Nc1c(-c2ccccc2)c2cc(Br)ccc2[nH]c1=O	2	-3.4	1	-3	15	-2.5	2	104	-24	6
O=C(COC(=O)c1ccc[n+]([O-])c1)Nc1ccc([N+](=O)[O-])cc1C(F)(F)F	1	-0.7	-3	-2	-3	3.0	1	.	-1	4
N#CC1(NC(=O)CSc2nc3ccccc3o2)CCCCC1	-1	-1.3	0	-1	7	-3.0	1	127	-4	0
O=C(Oc1ccc([N+](=O)[O-])cc1)C1CC(=O)N(c2ccc3c(c2)OCCO3)C1 (centres undefined)	-2	-0.5	-1	-2	5	-0.5	-2	90	9	-1
Cc1ccc(C2OC34CCCCCC3C(C#N)(C(=N)O4)C2(C#N)C#N)cc1 (centres undefined)	-4	-0.4	-2	-3	-2	-1.8	-6	100	-5	1
Cc1ccc(C(=O)NCC(=O)OCc2nc3ccsc3c(=O)[nH]2)cc1C	-6	.	.	.	.	.	1	96	.	1
COc1cc(CNCC(C)C)cc(Br)c1OCC(=O)Nc1ccccc1	0	-1.3	-6	-3	8	-0.1	3	103	-5	-1
CCOC(=O)C(C)Sc1ccc2nnc(-c3ccc(F)cc3)n2n1 (centres undefined)	-2	.	-2	-3	-1	1.6	-5	101	-2	-2
O=S(=O)(Nc1ccccc1F)c1ccc(Cl)nc1	2	-1.0	-2	-1	-8	-0.4	-1	104	11	-4
CCCCCCNc1nc(-c2ccc(OC)cc2)c(CCC(=O)O)s1	7	-1.9	1	-11	5	-0.6	0	100	-5	-2
CCOc1cc(/C=N/NC(=O)CNc2ccc(C)cc2)ccc1OC(=O)c1ccccc1	0	-3.4	-7	-15	0	0.8	0	95	-3	0
CCCCN(Cc1ccco1)S(=O)(=O)c1csc(C(N)=O)c1	0	-1.1	-5	-5	8	0.3	-4	135	-3	-1
Cc1ccc(NC(=O)CN(c2ccc(Cl)cc2)S(=O)(=O)c2cc([N+](=O)[O-])ccc2Cl)c(C)c1	.	0.0	?	.	38	-0.6	-10	97	-1	4
COc1ccccc1NC(=O)CCSc1ccc(C)cc1	-16	-2.2	-2	-7	37	-1.9	-8	93	-3	6
COc1ccc(-c2c(-c3cc(OC)cc(OC)c3)n(C)c3ccc(-c4cccc5[nH]ccc45)cc23)cc1	-2	-0.2	-4	-8	4	0.6	.	89	-5	-1
COc1ccc(CCNc2nc3ccccc3n3nnnc23)cc1OC	-3	0.3	-3	-15	-8	1.8	.	102	-6	-2
CCN(CC)C(=O)CSc1nc2ccccc2c(=O)n1CCC(=O)NCc1ccc(F)cc1	1	-0.7	-4	-3	-3	1.1	121*	98	-4	-2
COc1ccc(CNC(=O)C(C)c2ccc([N+](=O)[O-])cc2)cc1 (centres undefined)	3	-1.8	-5	-6	5	0.5	1	105	-2	-1
Cc1ccc(NS(=O)(=O)c2cccc(C(=O)Nc3cc(C)on3)c2)cc1	1	-3.1	-2	-11	1	-2.8	3	79	1	3

7 compounds out of the list, arranged by formula weight, falling.
SMILES	DAGLB inhibitor	CAL PDZ FP-1	Keap1-Nrf2 PPI	Cardiac RTF inh	Arr AP2 block	C-LANA FP	NSD2 HMT inh	DSG3 Ab inh	CAL PDZ FP-2	V-ATPase pH
Cc1ccc(NC(=O)CN(c2ccc(Cl)cc2)S(=O)(=O)c2cc([N+](=O)[O-])ccc2Cl)c(C)c1	.	0.0	?	.	38	-0.6	-10	97	-1	4
CCOc1cc(/C=N/NC(=O)CNc2ccc(C)cc2)ccc1OC(=O)c1ccccc1	0	-3.4	-7	-15	0	0.8	0	95	-3	0
Cc1ccc(NS(=O)(=O)c2cccc(C(=O)Nc3cc(C)on3)c2)cc1	1	-3.1	-2	-11	1	-2.8	3	79	1	3
CCCCN(Cc1ccco1)S(=O)(=O)c1csc(C(N)=O)c1	0	-1.1	-5	-5	8	0.3	-4	135	-3	-1
COc1ccc(CNC(=O)C(C)c2ccc([N+](=O)[O-])cc2)cc1 (centres undefined)	3	-1.8	-5	-6	5	0.5	1	105	-2	-1
COc1ccccc1NC(=O)CCSc1ccc(C)cc1	-16	-2.2	-2	-7	37	-1.9	-8	93	-3	6
O=S(=O)(Nc1ccccc1F)c1ccc(Cl)nc1	2	-1.0	-2	-1	-8	-0.4	-1	104	11	-4

(continued)
SMILES	DAGLB inhibitor	CAL PDZ FP-1	Keap1-Nrf2 PPI	Cardiac RTF inh	Arr AP2 block	C-LANA FP	NSD2 HMT inh	DSG3 Ab inh	CAL PDZ FP-2	V-ATPase pH
O=C1CCSc2ccc(Cl)cc2N1Cc1ccccc1	-8	0.0	-4	0	-7	0.1	3	107	-5	-1
CCc1ccc(C2NC(=S)NC3=C2C(=O)N(c2ccccc2OC)C(c2ccc(CC)cc2)N3)cc1 (centres undefined)	-6	-0.7	-5	14	9	-2.5	0	.	1	1
COC(=O)CN1C(=O)c2cccc3cccc1c23	4	2.4	2	-5	6	-4.6	-9	125	4	-1
Cn1cc(Cl)c(C(=O)NC(=S)Nc2sc3c(c2C#N)CCCCC3)n1	0	-3.1	3	-6	-10	1.7	-2	88	-4	-4
CSc1nccc(Oc2ccc(C#N)cc2)n1	-1	-2.8	-3	-2	9	-0.6	-1	101	0	1
CCC(C)NC(=O)C1=CCN(S(=O)(=O)c2ccc(C)cc2)CC1 (centres undefined)	1	-0.8	-2	-18	-3	-0.3	-2	70	-3	0
O=C(CN1C(=O)C2C3C=CC(C4CC34)C2C1=O)NCc1ccco1 (centres undefined)	2	-0.3	-4	-1	-8	-0.2	0	103	-4	2
Cc1nc(N2CCOCC2)nc2c1CCC2	0	-1.2	-3	5	-6	-1.0	2	97	1	-1
COC(=O)c1cccn(CC(=O)c2ccc(Cl)cc2Cl)c1=O	-2	-1.8	3	2	15	-0.7	-2	98	0	1
CCOC(=O)N1CCN(c2c(NCCc3ccc(OCC)c(OCC)c3)c(=O)c2=O)CC1	2	-1.2	-1	-2	7	0.4	0	93	-4	-1
Cc1ccc(-c2cc(C(=O)N3CCCC3)no2)cc1	-8	-2.4	-1	7	18	-0.4	0	85	-4	7
O=C(CSc1nnnn1C1CCCCC1)Nc1ccc2c(c1)OCO2	-1	0.8	0	-5	7	-2.0	0	102	3	0
O=C(COc1ccccc1)NC1CCS(=O)(=O)C1 (centres undefined)	-1	-1.2	1	5	10	-1.6	-2	100	.	8
Cc1cc(-c2nnc(CCC(=O)NCc3ccc(OC(F)(F)F)cc3)o2)no1	1	-1.9	-3	-3	4	0.8	-2	91	-1	0
CCN1C(=O)/C(=C/C=C2/CCCN2C)OC1=S	-2	-1.2	-17	-38	6	-2.5	7	89	-2	2
CCCN1C(=O)/C(=C/c2ccncc2)SC1=S	-4	-0.2	1	0	16	-1.1	2	80	-4	-5
Cc1ccc(NC(=O)COC(=O)c2cc(Cl)ccc2[N+](=O)[O-])c(C)c1	-4	-2.8	2	7	-11	1.6	-1	99	-5	-1
O=C(CNC(=O)c1ccc2c(c1)OCCO2)N/N=C/c1cccc(Br)c1	-2	-1.5	-3	0	-4	2.0	0	106	-11	2
CCCCn1c(SCC(=O)NCc2ccc(OC)c(C(=O)O)c2)nc2cc(S(N)(=O)=O)ccc21	-1	-2.3	1	-25	19	0.2	-8	96	-4	-1
CC(C(=O)NCc1ccccc1Cl)N1C(=O)c2ccccc2C1=O (centres undefined)	-1	-4.3	-8	-6	12	2.0	2	105	-3	1
Cn1cnnc1SC1CCCCC1NS(=O)(=O)c1ccc(Cl)cc1 (centres undefined)	0	-4.1	-2	1	6	-0.1	3	101	0	3
CC(C)C(=O)NC(c1ccc([N+](=O)[O-])cc1)c1c(O)ccc2ccccc12 (centres undefined)	0	0.0	-2	-11	4	-0.8	-1	108	.	0
CCOc1c([N+](=O)[O-])cc2c(C)c(C(=O)N3CCN(C)CC3)oc2c1OCC	-3	-0.5	2	2	13	-2.3	7	91	1	-2
FC(F)(F)c1cccc(N2CCN(C(=S)NCC3CCCO3)CC2)c1 (centres undefined)	-11	-1.2	-4	-7	-20	-0.2	1	99	1	-2
Fc1cccc(C2NN=C(c3ccccc3)S2)c1 (centres undefined)	-8	-2.7	1	-2	-2	1.5	-5	87	-5	0

Not all compounds are listed. The share of hits here may be higher or lower than overall.
